Source: PubChem BioAssay
GCN5L2 inh: blocks human GCN5L2 histone acetyltransferase; Q92830; GCN5L2 HAT assay, ThioGlo1 CoA-SH fluorescence; Potency, µM (series often up to 58.9 µM), for the others: at the top dose activity change, negative = inhibition, most hits filed as inhibitors; actives 0.21% (n = 390,000)
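Free CoA generated was detected with ThioGlo1 (50uM) fluorescence at Ex340nm/Em540nm, read immediately and after 20 min at room temperature. Enzyme, 20 nM in HEPES pH 7.5 buffer, saw compounds 15 min before adding 75uM H3(1-25) peptide and 70uM acetyl-CoA.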
TDP1 cell CPT: DT40-hTDP1 cell growth loss with CPT; chicken DT40 Tdp1-/-;hTDP1 cells + 20 nM CPT, ATP luminescence, 48 h; Potency, µM (series often up to 46.2 µM), for inactives: at the top dose activity change, negative = growth inhibition, usual class: inhibitors; actives 12% (n = 420,000); AID 686979; note: nearly all actives have a fitted effect of over 55% in size
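Chicken DT40 Tdp1-/- cells stably complemented with human TDP1 were seeded at 400 cells/well in medium containing 20 nM camptothecin, exposed to pin-transferred compounds, and grown at 37 °C for at least 48 hr. Viability was read as ATP luminescence.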
FEN1 inh: human FEN1 inhibition; AID 588795; actives 0.35% (n = 390,000); Potency, µM (doses to about 114 µM), for inactives: at the top dose activity change, negative = inhibition, usual class: inhibitors; Recombinant FEN1 flap cleavage, fluorescence, 15 min; note: nearly all actives have a fitted effect of over 65% in size
Target sequence (P39748 whole entry, looked up): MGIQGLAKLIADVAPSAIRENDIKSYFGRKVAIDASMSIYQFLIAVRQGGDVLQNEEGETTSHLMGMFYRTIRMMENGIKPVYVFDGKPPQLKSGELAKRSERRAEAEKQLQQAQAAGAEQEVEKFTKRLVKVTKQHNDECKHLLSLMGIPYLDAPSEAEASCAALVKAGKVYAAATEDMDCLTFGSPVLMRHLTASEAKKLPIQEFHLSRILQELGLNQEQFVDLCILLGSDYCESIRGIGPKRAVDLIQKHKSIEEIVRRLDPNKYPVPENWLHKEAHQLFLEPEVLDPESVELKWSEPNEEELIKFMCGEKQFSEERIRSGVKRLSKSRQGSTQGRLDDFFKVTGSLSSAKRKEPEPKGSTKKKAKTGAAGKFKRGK
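Potency values derive from four-parameter Hill fits of normalized qHTS data. The reaction used 10 nM FEN1 preincubated 15 min at room temperature with compound, then 50 nM DNA substrate, read at 0 and 15 min.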
Numbers without * were called inactive; u = inconclusive; x = no result given; & = joins results of further samples; [ ] = another dose, or the depositor's remark. Calls come from the whole dose curve; as a rule, active = well fitted curve in the direction sought with a large enough effect; inconclusive = small, poorly fitted or top-dose-only effect, or another doubt; inactive = no such curve, though single readings can be large; an effect the other way counts as inactive or inconclusive. % is set by controls: 0 for no effect and ±100 for the full control effect; potency is the fitted concentration of half-maximal effect. Not all compounds are listed; count on the stated rates, not on these rows.

SMILES	GCN5L2 inh	TDP1 cell CPT	FEN1 inh
O=C(N/N=C/c1coc2ccccc2c1=O)c1ccccc1	-12.5%	-5.4%	-8.1%
O=C(CN1C(=O)c2cccnc2C1=O)c1ccccc1	-4.5%	1.5%	3.8%
CN1c2ccccc2C(C)(C)C12CC(CCl)=NO2 (stereo unspecified)	4.5%	16.4µM*	-6.3%
COc1cccc(OC)c1C(=O)NCCOc1cc(C)cc(C)c1	-14.2%	-1.9%	-9.3%
NC(=O)N=Nc1c(O)n(Cc2ccccc2)c2ccc(Br)cc12	-1.4%	3.6%	15.9%
CCOc1ccc(S(=O)(=O)NCCc2sc3nc(-c4ccc(F)cc4)nn3c2C)cc1	-1.5%	u	-6.7%
CC(=O)Nc1ccc(S(=O)(=O)NCCC(=O)NNC(=O)c2ccccc2O)cc1	-5.2%	27.6%	-11.1%
COc1ccc(-c2nnco2)cc1OC	-4.4%	-20.3%	-1.1%
Cc1nc2ccc(NS(=O)(=O)c3c(C)c(C)cc(C)c3C)cc2s1	x	u	-5.4%
CCOc1cccc(/C=C/c2ccc3ccccc3n2)c1OC(C)=O	-6.4%	18.4µM*	u
COc1cccc(C(=O)O/N=C/c2ccc(Sc3ccc(C)cc3)nc2)c1	-5.1%	-15.8%	-5.3%
Cc1ccc(NC(=S)NC(=O)/C=C/c2ccc(Cl)cc2)cc1	29.2%	u	2.2%
COC(=O)c1ccccc1NC(=O)N1CCN(S(=O)(=O)c2ccc(Cl)cc2)CC1	-1.0%	u	1.7%
O=[N+]([O-])c1ccc(Sc2cccc3cccnc23)c2cccnc12	-5.6%	18.4µM*	5.6%
CC1CCCCC1n1c(=S)[nH]c2ccccc2c1=O (stereo unspecified)	-16.6%	23.1µM*	-11.9%
CCOc1ccc(S(=O)(=O)NCc2ccc3c(c2)OCO3)cc1C(=O)O	-7.3%	-6.6%	-6.2%
COc1ccc(S(=O)(=O)n2ccc(C(C)Oc3ccc(-c4ccccc4)c(F)c3)n2)cc1 (stereo unspecified)	-15.9%	25.9µM*	6.0%
COC(=O)c1ccc(C2/C(=C(/O)c3ccc4c(c3)CC(C)O4)C(=O)C(=O)N2CCN2CCOCC2)cc1 (stereo unspecified)	-12.1%	-17.4%	-3.6%
COc1ccc(OCCOC(=O)CNS(=O)(=O)c2ccc(SC)c([N+](=O)[O-])c2)cc1	-10.5%	-1.9%	0.6%
O=C(c1cnccn1)N1CCC2(CCCN(c3cccc(-c4ccccc4)c3)C2)CC1	-20.7%	u	x

6 compounds picked at random from the list so far:
SMILES	GCN5L2 inh	TDP1 cell CPT	FEN1 inh
CN1c2ccccc2C(C)(C)C12CC(CCl)=NO2 (stereo unspecified)	4.5%	16.4µM*	-6.3%
CC1CCCCC1n1c(=S)[nH]c2ccccc2c1=O (stereo unspecified)	-16.6%	23.1µM*	-11.9%
COC(=O)c1ccccc1NC(=O)N1CCN(S(=O)(=O)c2ccc(Cl)cc2)CC1	-1.0%	u	1.7%
O=C(N/N=C/c1coc2ccccc2c1=O)c1ccccc1	-12.5%	-5.4%	-8.1%
COc1ccc(OCCOC(=O)CNS(=O)(=O)c2ccc(SC)c([N+](=O)[O-])c2)cc1	-10.5%	-1.9%	0.6%
COc1ccc(S(=O)(=O)n2ccc(C(C)Oc3ccc(-c4ccccc4)c(F)c3)n2)cc1 (stereo unspecified)	-15.9%	25.9µM*	6.0%

Going on with the list.
SMILES	GCN5L2 inh	TDP1 cell CPT	FEN1 inh
Cc1ccc(OCC(=O)NC(=S)Nc2cccc(NC(=O)c3ccccc3Cl)c2)cc1	-1.8%	u	-7.0%
CCOc1ccc(CCNC(=O)Cn2nnc(-c3ccc(C(F)(F)F)cc3)n2)cc1OCC	-9.8%	-19.5%	13.1%
Cc1nc(SCC(=O)NC(C)c2ccccc2)c2oc3ccccc3c2n1 (stereo unspecified)	-2.1%	16.4µM*	-1.9%
CC(=O)c1ccc(NC(=O)CN2C(=O)NC3(CCc4ccccc43)C2=O)cc1 (stereo unspecified)	-13.2%	-11.1%	-10.0%
COc1ccc(C2(O)C(=O)Nc3ccccc32)cc1 (stereo unspecified)	-19.2%	5.9%	-1.3%
O=C(O)CCC(=O)NNC(=O)c1ccc([N+](=O)[O-])cc1	1.3%	u	1.8%
CCCCN(C)CCCNC(=O)c1cn(CC)c2ccc(S(=O)(=O)N3CCOCC3)cc2c1=O	-15.3%	-1.5%	0.6%
COc1ccccc1/C=C/C=N/n1c(-c2ccccc2)n[nH]c1=S	1.0%	u	-1.2%
CC1CCCCN1C(=O)CSc1c2c(nc3cc(Cl)ccc13)CCCC2 (stereo unspecified)	-0.4%	u	0.6%
CCOC(=O)C1=C(C)Nc2nc(SCC(=O)OC)nn2C1c1cc(F)cc(F)c1 (stereo unspecified)	-8.0%	u	28.5%&11.0%
COn1c(SCc2ccc(Cl)cc2)nc2ccccc2c1=O	1.8%	u	-1.7%
COCOc1cc(O)c2c(=O)c(OCOC)c(-c3ccc(OCOC)c(OCOC)c3)oc2c1	x	u	-12.6%
Cc1ccc2c(c1)nnn2C1CCN(S(=O)(=O)c2ccc3ccccc3c2)CC1	-7.3%	u	-8.6%
Cc1ccc2[nH]cc(CCNC(=O)Nc3ccccc3)c2c1	-9.4%[0.501 µM]	u	8.9%
Cn1c(SCC(=O)Nc2nc3ccccc3s2)ncc(C(=O)Nc2ccccc2)c1=O	-4.1%	0.4%	-9.1%
CC(=O)N/N=C(\C)C1COc2ccccc2O1 (stereo unspecified)	-7.3%	2.8%	1.0%
CN(C)S(=O)(=O)c1cccc(NC(=S)NN=C(Cc2ccccc2)Cc2ccccc2)c1	-3.9%	5.8µM*	-3.7%
S=C(c1ccc(-c2ccc(Cl)cc2)o1)N1CCCCC1	-4.0%	u	14.0%
OC(c1ccc(OCc2ccccc2)cc1)c1nnc(-c2ccccc2)o1 (stereo unspecified)	-5.4%	20.6µM*	-7.3%
CCC(C)NC(=O)c1cnn2c(C)c3c(nc12)CCCC3 (stereo unspecified)	-14.0%	u	25.3%
O=C(NC1CCCCCCC1)c1ccc2c(c1)OCO2	2.6%	-26.7%	8.0%
O=C(O)CCCCc1nc2ccccc2s1	-3.3%	5.7%	-2.2%
COc1ccc(CCNC(=O)CN2C(=O)COc3ccc(S(=O)(=O)N4CCCC4)cc32)cc1OC	3.1%&-5.3%	-11.0%	-3.2%&5.6%
Cn1c(SCCN2CCCC2)nnc1C1CCN(S(=O)(=O)c2ccc(F)cc2)CC1	-1.9%	1.1%	1.2%
CC(OC(=O)c1cc(S(=O)(=O)N2CCOCC2)ccc1F)C(=O)NCc1ccc2c(c1)OCO2 (stereo unspecified)	2.1%	8.8%	-3.4%
CCOc1ccccc1CN1CCN(S(C)(=O)=O)CC1	-4.2%	-22.3%	0.5%
CC(C)n1cc(/C=N/Nc2ccc(C(=O)O)cc2)c2ccccc21	u	-0.3%	-2.8%
O=C1CCC(=O)N1CCC(c1ccc(F)cc1)c1ccco1 (stereo unspecified)	-4.1%	-26.2%	-2.6%
CCCCc1ccc(NC(=S)N2CCN(C(=O)c3ccco3)CC2)cc1	-25.5%	7.6%	-10.1%
O=C(NC1CCCc2c1cnn2-c1ccccc1F)c1ccccn1 (stereo unspecified)	-1.8%	u	-11.8%
CCCCCn1c(=O)[nH]c2cc(C(=O)NCCN(C)CCCC)ccc2c1=O	-2.2%	u	-0.3%
CC(C)(C)c1nc[nH]c(=O)c1Br	1.6%	3.0%	2.2%
COc1ccc(OC)c(NC(=O)C2CC(=O)N(CCc3ccccc3)C2)c1 (stereo unspecified)	-5.9%	5.0%	2.5%
O=S(=O)(Nc1cccc2cccnc12)c1ccc(S(=O)(=O)N2CCCC2)cc1	-3.0%	16.4µM*	-15.8%
O=C(O)/C=C/C(=O)NCCc1ccc(Cl)cc1	-2.9%	5.0%	-16.2%
Fc1ccc(-[n+]2nc(Nc3ccccc3)sc2-c2ccc(OCc3ccccc3)cc2)cc1	1.6%	16.4µM*	-5.3%
CCc1cc(Cn2nc(-c3ccccc3)cc2C(=O)NCc2ccccc2OC)on1	-17.2%	u	0.0%
CC1(c2ccccc2)CC(C)(C)N2C(=O)C(=O)c3cccc1c32 (stereo unspecified)	15.1%	u	-2.6%
CCn1c(Cc2ccccc2)nnc1SCC(=O)Nc1ccc(C)cc1	-9.1%	-16.3%	-0.8%
CCOC(=O)c1cnc2ccc(C)cc2c1Sc1ccc(F)cc1	-2.7%	u	-16.8%
Cc1ccc(S(=O)(=O)N(OCc2ccccc2)C(C)C(=O)O)cc1 (stereo unspecified)	x	9.1%	6.6%
COc1ccc(C)cc1-n1cnc2cc(C(=O)NC3CCCCCC3)ccc21	1.8%	u	-0.1%
O=C(NCCc1ccccc1)c1cnc2sc(N3CCCC3)nn2c1=O	-14.4%	16.4µM*	1.9%
CCN1C(=O)/C(=C\c2ccc(F)cc2)N=C1SCC(=O)NCc1ccco1	-0.9%	-2.0%	-2.0%
COc1ccc(C(CCN2CCCC(C)C2)c2c(OC)cc(OC)c3c(-c4ccccc4)cc(=O)oc23)cc1 (stereo unspecified)	-12.7%	3.26µM*	-23.3%&7.7%
CC(=O)Nc1ccc(Sc2ccc([N+](=O)[O-])o2)cc1	x	2.59µM*	3.1%
O=C(N/N=C/c1ccc(O)cc1)c1cncc(Br)c1	-4.8%	1.8%	-0.7%
O=C(c1ccco1)N1CCC2(CC1)CN(c1ccc(-c3ccccc3)cc1)C2	-13.0%	7.31µM*	x
COc1ccc(C(=O)Nc2cc(C)c(O)c(-c3nc4ccccc4s3)c2)cc1OC	-5.5%	x	17.6%
O=C(CCn1c(=O)c2sccc2n(CC(=O)Nc2ccccc2)c1=O)NCc1ccccc1Cl	-0.5%	u	9.9%
Oc1cccc(/C=N/Nc2nn3cnnc3c3ccccc23)c1	-5.5%	-28.6%	-33.4%
CCc1nnc(NC(=O)CSc2nnc(CSc3nc(C)cc(C)n3)o2)s1	-4.2%	-3.9%	6.4%
O=C(COC(=O)CC1CCCC1)Nc1ccc(Cl)cn1	-4.0%	-11.9%	8.7%
COC(=O)C1=CN(C(C)C)C=C(C(=O)OC)C1c1cc2c(cc1Br)OCO2	-16.4%	u	u
O=C1CCC/C(=N\NC(=O)NC2CCCCC2)C1	-2.5%	28.7%	0.7%
Cc1ccc(N(C(=O)CNC(=O)c2ccco2)C(C(=O)NC2CCCCC2)c2cccnc2)cc1C (stereo unspecified)	-6.5%	-0.3%	3.5%
CC(=O)c1cccc(N(C(=O)c2ccco2)C(C(=O)NC2CCCC2)c2ccc(N3CCOCC3)cc2)c1 (stereo unspecified)	-0.1%	29.1%	-5.4%
CC1CCN(CCCNC(=O)COc2cc(=O)n(C)c3ccccc23)CC1	-4.3%	-1.9%	-5.5%
COc1cccc(/C=N/NC(=S)NC2CC3CCC2C3)c1OC (stereo unspecified)	3.8%	u	-15.9%
Cc1onc(-c2ccccc2)c1C(=O)NC(C)c1ccc2c(c1)OCO2 (stereo unspecified)	-22.3%	-3.4%	-6.4%

Next entries follow.
SMILES	GCN5L2 inh	TDP1 cell CPT	FEN1 inh
Cc1ccc(C)c(N2CC(O)(c3cccs3)[N+]3=C2CCCC3)c1 (stereo unspecified)	-1.4%	8.0%	-1.4%
COc1ccccc1CNC(=O)CS(=O)(=O)c1ccc(C)cc1	-18.0%	-0.4%	-6.0%
O=C(Nc1ccccc1F)c1ccc(CN2CCN(c3ccccc3)CC2)cc1	-19.4%	u	-11.5%
CCOC(=O)c1c(/N=C/N(C)C)sc(/C=N/Nc2ccccc2)c1-c1ccccc1	u	u	-12.8%
O=C(CCl)Nc1ccccc1Sc1ccc(Cl)cc1	-4.2%	20.6µM*	-3.1%
COc1ccc(N2C(=O)CC(NNC(=O)c3cccnc3)C2=O)cc1 (stereo unspecified)	-3.6%	2.5%	16.8%
CC(=O)Nc1cccc(NC(=O)c2c(-c3ccccc3Cl)noc2C)c1	-12.8%	u	8.3%
O=C(NCCc1ccccc1)c1ccc(NC(=O)C2CCC2)cc1	x	-17.4%	10.8%
COc1ccccc1NC(=O)COC(=O)CCC(=O)c1cccs1	1.2%	-35.1%	5.1%
Clc1ccccc1OCCn1nnc2ccccc21	-9.2%	7.8%	-1.9%
COc1cc(SC#N)ccc1N=Cc1c(C)[nH]n(-c2ccc(C)c(C)c2)c1=O	-1.2%	3.26µM*	-7.4%
Cc1ccc2nsnc2c1NC(=O)c1cccnc1Cl	-6.6%	12.6%	0.5%
Cn1c(=O)c(/C=C/c2ccccc2)nc2ccccc21	-20.7%	u	-23.0%
CCc1ccccc1NC(=O)CSc1nnc(C2CC2)n1CC1CCCO1 (stereo unspecified)	-22.4%	-24.4%	2.7%
COc1ccc(OC)c(C(=O)COC(=O)CNC(=O)c2ccccc2)c1	12.6%	-8.2%	2.2%
O=C(O)C(C(=O)O)=C1C2CC3CC(C2)CC1C3	-2.2%	-1.5%	7.9%

Two compounds from above, limited to TDP1 cell CPT.
Molecule,TDP1 cell CPT
Clc1ccccc1OCCn1nnc2ccccc21,7.8%
COc1cc(SC#N)ccc1N=Cc1c(C)[nH]n(-c2ccc(C)c(C)c2)c1=O,3.26µM*
